PAFAH1B3 inh: PAFAH1B3 (human) inhibition; 0.28% of 340,000 active; Q15102; recombinant PAFAH1B3, FP-rhodamine probe, fluorescence polarization; inhibition, % at 3.39 µM; AID 492972;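 active means inhibition above the screen-wide average of all tested compounds plus 3 SD, cut at about 25% in these data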;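 further: 0% = enzyme with DMSO only and 100% = wells lacking PAFAH1B3 protein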
Target sequence (Q15102 whole entry, looked up): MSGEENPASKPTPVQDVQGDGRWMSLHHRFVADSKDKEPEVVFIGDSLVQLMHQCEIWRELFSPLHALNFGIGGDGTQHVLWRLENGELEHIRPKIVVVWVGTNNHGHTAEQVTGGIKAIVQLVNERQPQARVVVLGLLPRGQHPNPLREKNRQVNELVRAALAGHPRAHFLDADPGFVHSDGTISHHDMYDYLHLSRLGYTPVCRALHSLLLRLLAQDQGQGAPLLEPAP
PAFAH2 FP inh: PAFAH2 (human) inhibition; 0.99% of 340,000 active; Q99487; inhibition, % at 3.39 µM; AID 492956; recombinant PAFAH2, FP-rhodamine activity probe, fluorescence polarization;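 active means inhibition above the mean over all tested compounds plus 3 SD, cut at about 30% in these data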;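 further: inhibitors block probe labeling of enzyme so polarization drops; 0% = enzyme with DMSO and 100% = wells lacking PAFAH2 protein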
* marks the source's active call; other numbers are inactive results. Only part of the results is shown; rates above refer to the full screens.

For C=C1[C@H](C)CN[C@H]1CCO the results were PAFAH1B3 inh 3.2 and PAFAH2 FP inh -1.1.
`CCOC(=O)C1=C(N)Oc2ccc3ccccc3c2C1c1ccc(O)c(OC)c1` (configuration not stated) gave PAFAH1B3 inh 17.4 and PAFAH2 FP inh 3.2.
Cc1ccc(-c2nc(=S)c3c(n2Cc2ccco2)CCCC3)cc1 was read as PAFAH1B3 inh -2.8 and PAFAH2 FP inh 3.8.
O=CNc1ccc2c3c(cccc13)-c1ccccc1-2 was read as PAFAH1B3 inh 4.3 and PAFAH2 FP inh -10.7.
COC(=O)c1nn(C)c(=O)[nH]c1=O was read as PAFAH1B3 inh 4.1 and PAFAH2 FP inh 3.0.
For COc1cccc(OCC(=O)NC2CCS(=O)(=O)C2)c1 (configuration not stated) the results were PAFAH1B3 inh 2.8 and PAFAH2 FP inh -5.2.
For COc1ccc(OC)c2c1cc(C(=O)N[C@H](C(=O)N1CCC(C(=O)O)CC1)C(C)C)n2C the results were PAFAH1B3 inh 6.4 and PAFAH2 FP inh -7.0.
O=[N+]([O-])c1ccc(NN=Cc2cc(Br)ccc2O)nc1 was read as PAFAH1B3 inh 12.2 and PAFAH2 FP inh 5.1.
Screening O=C(Nc1cccc(C(=O)N2CCCCC2)c1)C1CCCCC1 returned PAFAH1B3 inh 14.4 and PAFAH2 FP inh -6.4.
For Cc1nnc2c3ccccc3c(-c3cccc4ccccc34)nn12 the results were PAFAH1B3 inh -1.3 and PAFAH2 FP inh 8.9.

The list goes on (2 carried over from the part before).
Screening O=C(Nc1cccc(C(=O)N2CCCCC2)c1)C1CCCCC1 returned PAFAH1B3 inh 14.4 and PAFAH2 FP inh -6.4.
For Cc1nnc2c3ccccc3c(-c3cccc4ccccc34)nn12 the results were PAFAH1B3 inh -1.3 and PAFAH2 FP inh 8.9.
For CC1(c2ccc3ccccc3c2)CCC(=O)O1 (configuration not stated) the results were PAFAH1B3 inh 10.5 and PAFAH2 FP inh 8.5.
For N#Cc1ccc(COC(=O)C2CC(=O)N(CCc3ccccc3)C2)cc1 (configuration not stated) the results were PAFAH1B3 inh 13.7 and PAFAH2 FP inh 2.9.
Screening CCCN1CCC2(CC1)NC(C(=O)O)Cc1c2[nH]c2ccccc12 (configuration not stated) returned PAFAH1B3 inh -6.6 and PAFAH2 FP inh -2.1.
COC(=O)c1ccc(COc2ccc3ccc(=O)oc3c2)o1 was read as PAFAH1B3 inh 15.0 and PAFAH2 FP inh -0.7.
`COc1cc(/C=C/CN2CCC(Oc3ccc(C(=O)N4CCCC4)cc3)CC2)ccc1O` gave PAFAH1B3 inh -4.3 and PAFAH2 FP inh -6.2.
Screening Cc1cnc(CNC(=O)C2CCC(=O)N(CCc3ccc(Cl)cc3)C2)cn1 (configuration not stated) returned PAFAH1B3 inh 8.6 and PAFAH2 FP inh -2.8.
Screening CC1(C)C(=O)Nc2ccccc2N1C(=O)COC(=O)c1cc(S(C)(=O)=O)ccc1Cl returned PAFAH1B3 inh 9.7 and PAFAH2 FP inh 2.4.
O=C(COC(=O)CC1SC(N2CCCC2)=NC1=O)Nc1ccc(Br)cc1 (configuration not stated) was read as PAFAH1B3 inh 13.2 and PAFAH2 FP inh 3.6.
`CN(C)CCCN=c1cc(-c2ccccc2)oc2ccc(Cl)cc12` gave PAFAH1B3 inh -5.1 and PAFAH2 FP inh -6.8.
For Nc1cc2c(cc1Br)-c1ccccc1C2=NO the results were PAFAH1B3 inh 0.8 and PAFAH2 FP inh 11.3.
For Cc1ccc(-n2c(SCC(=O)O)nc3sc4c(c3c2=O)CC(C)(C)SC4)cc1 the results were PAFAH1B3 inh -0.2 and PAFAH2 FP inh -7.0.
For Cc1cc(C)n2nc(SC(C)C(=O)N3CCOCC3)nc2n1 (configuration not stated) the results were PAFAH1B3 inh 1.1 and PAFAH2 FP inh -0.7.
`CCOC(=O)c1c(N/C=C(\C#N)c2nc(-c3ccc(OC(C)=O)cc3)cs2)sc2c1CCC2` gave PAFAH1B3 inh 6.8 and PAFAH2 FP inh -4.4.
COc1ccc(S(=O)(=O)N2CCc3ccccc32)cc1C(=O)Nc1cc(S(C)(=O)=O)ccc1Cl was read as PAFAH1B3 inh 5.8 and PAFAH2 FP inh 4.7.
Nc1nc(-c2cccnc2)nn1C(=O)c1ccccc1Cl was read as PAFAH1B3 inh 3.3 and PAFAH2 FP inh 5.0.
Screening CCCCCCCCNS(=O)(=O)CCNC1CCCCC1 returned PAFAH1B3 inh 2.1 and PAFAH2 FP inh -2.0.
For CCOC1=NC(=C(c2ccccc2)c2ccccc2)OC1=O the results were PAFAH1B3 inh 3.9 and PAFAH2 FP inh -0.7.
`Nc1nc(CCOc2ccc(F)cc2)cs1` gave PAFAH1B3 inh -4.6 and PAFAH2 FP inh 7.7.
For Nc1ccc2c(c1Cl)C(=O)c1ccc(N)c(Cl)c1C2=O the results were PAFAH1B3 inh 14.6 and PAFAH2 FP inh 20.5.
For CCOc1ccccc1NS(=O)(=O)c1ccc2[nH]c(=O)ccc2c1 the results were PAFAH1B3 inh 6.7 and PAFAH2 FP inh 1.2.
CCC1CC2(C)NC(=O)c3c(sc4c3CC(C)(C)OC4)N2C1=O (configuration not stated) was read as PAFAH1B3 inh 8.3 and PAFAH2 FP inh 8.1.
For COc1ccc(C(=O)n2nc(-c3ccccc3)nc2SC)cc1 the results were PAFAH1B3 inh -2.7 and PAFAH2 FP inh 3.2.
CC(=O)Nc1ccc2c(c1)C(=Nc1ccc(C)cc1)c1ccccc1-2 was read as PAFAH1B3 inh 18.2 and PAFAH2 FP inh -0.5.
For O=C(Nc1ccccc1N1CCCC1)C1CCCO1 (configuration not stated) the results were PAFAH1B3 inh -6.2 and PAFAH2 FP inh 7.1.
Screening C=C(C)COc1ccc2c(c1)CCC1C2CCC2(C)C(=O)C(=NO)CC12 (configuration not stated) returned PAFAH1B3 inh 19.3 and PAFAH2 FP inh 7.5.
`CN(C(=O)c1ccnn1C)C1CCCN(Cc2ccccc2F)C1` (configuration not stated) gave PAFAH1B3 inh 2.9 and PAFAH2 FP inh -0.3.
Screening O=C1CSC(c2ccc([N+](=O)[O-])cc2)N1Cc1ccccc1 (configuration not stated) returned PAFAH1B3 inh 12.1 and PAFAH2 FP inh 1.7.
For OCC1(CO)CCCC(CO)(CO)C1O the results were PAFAH1B3 inh 6.1 and PAFAH2 FP inh 0.7.
O=C(c1ccco1)N1CCN(C(=S)Nc2ccc(Br)cc2Cl)CC1 was read as PAFAH1B3 inh -6.6 and PAFAH2 FP inh -1.5.
O=c1cc(-c2ccccc2)oc2ccc(Cl)cc12 was read as PAFAH1B3 inh 5.9 and PAFAH2 FP inh 5.0.
Screening O=C(Cc1ccc(NC(=O)C2CCN(C(=O)C3CC3)CC2)cc1)Nc1ccc(C(=O)N2CCOCC2)cc1 returned PAFAH1B3 inh 0.5 and PAFAH2 FP inh 1.6.
COc1cc(C=O)ccc1OCc1cn(CC(=O)c2ccc(O)cc2)nn1 was read as PAFAH1B3 inh 4.5 and PAFAH2 FP inh 2.0.
O=C(O)c1ccccc1C(=O)Nc1ccc(Oc2cccc3ccccc23)cc1 was read as PAFAH1B3 inh 10.9 and PAFAH2 FP inh -1.8.
Screening Cc1ccc(C(C(=O)NCc2ccco2)N(CCc2ccccc2)C(=O)Cn2nnc3ccccc32)o1 (configuration not stated) returned PAFAH1B3 inh 4.3 and PAFAH2 FP inh 6.8.
`CCOc1cc(N2CCOCC2)c(OCC)cc1NC(=O)CN1C(=O)NC(CC)(c2ccc(F)cc2)C1=O` (configuration not stated) gave PAFAH1B3 inh -3.7 and PAFAH2 FP inh -1.8.
For Cc1cc(C)cc(NC(=S)Nc2cccc3cnccc23)c1 the results were PAFAH1B3 inh 3.3 and PAFAH2 FP inh -5.5.
CCN1CCC(O)(C(C(=O)OC)c2ccccc2)CC1 (configuration not stated) was read as PAFAH1B3 inh 12.5 and PAFAH2 FP inh 5.7.
CN1c2ccc([N+](=O)[O-])cc2N(C)C1(C)c1ccccc1 (configuration not stated) was read as PAFAH1B3 inh 0.9 and PAFAH2 FP inh 3.0.
For COC(=O)c1cccc(NC(=O)c2cnccn2)c1 the results were PAFAH1B3 inh 6.3 and PAFAH2 FP inh -0.5.
`COc1ccc(C=C2SC(=S)NC2=O)c(OC)c1OC` gave PAFAH1B3 inh 13.8 and PAFAH2 FP inh 5.9.

Reprinted from the part before: seven entries, followed by the next part.
Screening Cc1ccc(C(C(=O)NCc2ccco2)N(CCc2ccccc2)C(=O)Cn2nnc3ccccc32)o1 (configuration not stated) returned PAFAH1B3 inh 4.3 and PAFAH2 FP inh 6.8.
`CCOc1cc(N2CCOCC2)c(OCC)cc1NC(=O)CN1C(=O)NC(CC)(c2ccc(F)cc2)C1=O` (configuration not stated) gave PAFAH1B3 inh -3.7 and PAFAH2 FP inh -1.8.
For Cc1cc(C)cc(NC(=S)Nc2cccc3cnccc23)c1 the results were PAFAH1B3 inh 3.3 and PAFAH2 FP inh -5.5.
CCN1CCC(O)(C(C(=O)OC)c2ccccc2)CC1 (configuration not stated) was read as PAFAH1B3 inh 12.5 and PAFAH2 FP inh 5.7.
CN1c2ccc([N+](=O)[O-])cc2N(C)C1(C)c1ccccc1 (configuration not stated) was read as PAFAH1B3 inh 0.9 and PAFAH2 FP inh 3.0.
For COC(=O)c1cccc(NC(=O)c2cnccn2)c1 the results were PAFAH1B3 inh 6.3 and PAFAH2 FP inh -0.5.
`COc1ccc(C=C2SC(=S)NC2=O)c(OC)c1OC` gave PAFAH1B3 inh 13.8 and PAFAH2 FP inh 5.9.
For Cc1cc(CCNC=O)c(C)c2c1sc1ccccc12 the results were PAFAH1B3 inh 7.2 and PAFAH2 FP inh -7.6.
`COC(=O)c1ccc(CSc2nc3c(cnn3-c3ccc(Cl)cc3)c(=O)[nH]2)o1` gave PAFAH1B3 inh -20.0 and PAFAH2 FP inh -8.0.
`Cc1ccc(C([O-])=C(C(=S)NCc2ccccc2)[n+]2cccc(CO)c2)cc1[N+](=O)[O-]` gave PAFAH1B3 inh 1.5 and PAFAH2 FP inh -0.4.
`CC1(C)c2ccccc2-c2nc3ccccc3cc2C1N1CCOCC1` (configuration not stated) gave PAFAH1B3 inh 3.7 and PAFAH2 FP inh 4.2.
Screening O=C(c1ccccc1F)N(Cc1ccccc1)Cc1ccccc1 returned PAFAH1B3 inh -0.4 and PAFAH2 FP inh 4.1.
For O=C(Oc1cccc2c(O)cccc12)c1ccco1 the results were PAFAH1B3 inh 7.1 and PAFAH2 FP inh -2.1.
`O=C(CCl)Nc1cc(SCC(O)CO)cc([N+](=O)[O-])c1` (configuration not stated) gave PAFAH1B3 inh 6.1 and PAFAH2 FP inh 4.0.
Screening COC1=C(Nc2ccccc2)C(=O)C(OC)=C(Nc2ccccc2)C1=O returned PAFAH1B3 inh 12.1 and PAFAH2 FP inh 1.4.
For OC(CSc1ccccc1)CN1CCN(c2ccccc2)CC1 (configuration not stated) the results were PAFAH1B3 inh 13.0 and PAFAH2 FP inh -9.1.
Screening CCCC1OC(c2ccco2)OCC1CC (configuration not stated) returned PAFAH1B3 inh 6.5 and PAFAH2 FP inh 2.0.
Screening CCn1c2ccccc2c2cc(/C=C(/C#N)C(N)=S)ccc21 returned PAFAH1B3 inh 11.3 and PAFAH2 FP inh 3.2.
For COc1cccc(C(=O)Nc2ccc(NC(=O)C3CCCCC3)nc2)c1 the results were PAFAH1B3 inh 1.9 and PAFAH2 FP inh 1.1.
`CC(NC(=O)OCc1ccccc1)C(=O)N1CC(O)CC1C(=O)O` (configuration not stated) gave PAFAH1B3 inh 4.7 and PAFAH2 FP inh -7.5.
`COc1ccc(C(OC(=O)c2ccco2)C(=O)NC(C)(C)C)cc1OC` (configuration not stated) gave PAFAH1B3 inh -1.7 and PAFAH2 FP inh -0.8.
For FC(F)(F)c1ccccc1CNCc1ccc2c(c1)OCO2 the results were PAFAH1B3 inh -8.2 and PAFAH2 FP inh 2.6.
For COc1ccc(C(=O)c2ccccc2C(=O)c2ccccc2)cc1 the results were PAFAH1B3 inh 8.9 and PAFAH2 FP inh 5.9.

Compound activity as filed in PubChem BioAssay.
